# Bioassay records (PubChem)
# CHO parental Ca: ATP-evoked calcium signal inhibitors, parental CHO, primary screen, counter-screen for OX1R antagonist project, cell-based, fluorescence, Fluo-8 calcium dye; parental CHO-K1, ATP-induced calcium, Fluo-8 fluorescence; 0.63% of 330,000 active; inhibition, % at 5.6 µM;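 active = inhibition above that plate's mean sample inhibition plus 3 SD, cut at about 26% in these data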;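 also: 0% = ATP-challenged DMSO wells and 100% = DMSO wells without ATP; some compounds past the cut are filed as inactive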
#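 Test system: parental CHO cells; detection: calcium-sensitive Fluo-8 fluorescence; evaluation: percent inhibition of calcium signal; also added: ATP as calcium-mobilizing challenge; repeats: one well per compound; control set: ATP-challenged DMSO wells low, unchallenged DMSO wells high; compound: single nominal dose of 5.6 µM per compound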
# TAAR1 antag: human TAAR1 antagonists, primary screen, Fluo-8 calcium fluorescence, CHO RD-HGA16 cells; Trace amine-associated receptor 1 (Homo sapiens), Q96RJ0; antagonist; inhibition, % at 3 µM; 1.5% of 360,000 active;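 active = inhibition above a per-plate cutoff, the mean inhibition of test compounds on that plate plus 3 SD, cut at about 49% in these data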;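 also: 0% = DMSO plus EC80 beta-PEA response and 100% = DMSO alone without agonist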
# Target sequence (Q96RJ0 whole entry, looked up): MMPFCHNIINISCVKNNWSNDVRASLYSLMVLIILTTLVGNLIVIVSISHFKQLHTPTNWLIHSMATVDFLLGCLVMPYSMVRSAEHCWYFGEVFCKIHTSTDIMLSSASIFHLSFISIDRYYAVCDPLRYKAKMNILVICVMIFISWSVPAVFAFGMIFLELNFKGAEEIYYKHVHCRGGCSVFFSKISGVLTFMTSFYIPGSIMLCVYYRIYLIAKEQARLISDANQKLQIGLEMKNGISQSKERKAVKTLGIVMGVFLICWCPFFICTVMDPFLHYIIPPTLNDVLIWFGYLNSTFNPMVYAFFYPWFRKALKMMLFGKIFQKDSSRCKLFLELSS
#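 Assay system: RD-HGA16 CHO cells with stable hTAAR1 and Gα16 / Reagent: EC80 β-phenethylamine stimulus / Doses: 3 µM, single point / Timing: dye loading 75 min at 37 °C, then 30 min room temperature / Measured by: Fluo-8 intracellular calcium dye fluorescence, real-time kinetic reads / Controls: vehicle wells and EC80 agonist wells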
# M1 PAM parental: nonselective calcium activators in parental CHO-K1 cells, primary screen, counter-screen for M1 PAM project, cell-based, Fluo-8 calcium fluorescence, full deck, 1536-well; ATP EC20; 0% at ATP EC20, 100% at ATP max; activation, % at 3 µM; 0.02% of 360,000 active;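 active = activation above the run cutoff, the mean activation of all test compounds plus 3 SD, cut at about 40% in these data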;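 also: peak over basal fluorescence ratio in a 140 s read after ATP addition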
# CHO-K1 Ca antag: nonselective inhibitor or artifact in parental CHO-K1 cells | inhibition, % at 3 µM | ATP-induced calcium, Fluo-8 fluorescence | 0.6% of 360,000 active;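 active = inhibition above a per-plate cutoff, the plate's mean sample inhibition plus 3 SD, cut at about 24% in these data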;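 also: 0% = DMSO plus EC80 ATP and 100% = DMSO alone without ATP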
# M1 ag parental: counter-screen for M1 agonists: effect in parental CHO-K1 cells; Fluo-8 calcium fluorescence; scaled to maximal ATP response, vehicle zero; activation, % at 3 µM; 0.48% of 360,000 active; AID 602248, 2012; in the data active = activation above about 15%;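 also: untransfected CHO-K1 host cells lacking M1 receptor as counterscreen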
# CHRM1 antagonist: human M1 muscarinic receptor antagonists, primary screen, CHO-K1 cells, Fluo-8 calcium fluorescence, 1536-well; CHO-K1 hM1, ACh EC80 antagonist; inhibition, % at 3 µM; 1.3% of 360,000 active;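 active = percent inhibition above its own plate's cutoff, namely the mean of that plate's compound wells plus 3 SD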;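 also: peak over basal fluorescence ratio during 140 s after agonist addition; 0% = ACh EC80 plus DMSO and 100% = DMSO alone without agonist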
# Target sequence (P11229 whole entry, looked up): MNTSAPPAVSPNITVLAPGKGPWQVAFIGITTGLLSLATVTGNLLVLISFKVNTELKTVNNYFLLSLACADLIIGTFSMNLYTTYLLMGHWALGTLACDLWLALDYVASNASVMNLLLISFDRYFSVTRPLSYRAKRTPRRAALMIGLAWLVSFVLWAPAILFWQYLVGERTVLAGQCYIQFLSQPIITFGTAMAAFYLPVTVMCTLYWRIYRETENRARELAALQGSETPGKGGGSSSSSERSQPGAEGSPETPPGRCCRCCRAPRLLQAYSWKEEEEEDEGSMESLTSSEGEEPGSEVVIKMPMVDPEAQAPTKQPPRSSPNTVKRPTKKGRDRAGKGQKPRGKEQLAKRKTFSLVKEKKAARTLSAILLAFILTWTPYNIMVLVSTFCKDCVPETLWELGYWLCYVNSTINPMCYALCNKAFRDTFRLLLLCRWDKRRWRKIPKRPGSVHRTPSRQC
# TAAR1 ag: human TAAR1 agonists, primary screen, Fluo-8 calcium fluorescence, CHO RD-HGA16 cells | Trace amine-associated receptor 1 (Homo sapiens), Q96RJ0 | vehicle wells 0%, saturating PEA agonist 100% | activation, % at 3 µM | 0.99% of 360,000 active | AID 624467, 2012;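 active = activation above the mean activation of all test compounds in the run plus 3 SD, cut at about 38% in these data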
#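 Test system: RD-HGA16 (CHO) cells co-expressing Gα16 and hTAAR1; dosing: one-point dosing at 3 µM (nominal); timing: 17-24 h seeding, 75 min 37 °C dye, 30 min RT; signal: kinetic Fluo-8 calcium fluorescence; read-out basis: % activation relative to PEA EC100 response; controls: DMSO and PEA EC100; replicates: n 1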
# M1 ag: human M1 muscarinic receptor agonists, primary screen, Fluo-8 calcium fluorescence, CHO-K1 cells, HTS. 0.33% of 360,000 active. activation, % at 3 µM. CHO-K1 hM1, agonist mode; 0% DMSO, 100% acetylcholine EC100. AID 588814, 2011;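 active = activation above the run's mean compound activation plus 3 SD, cut at about 16% in these data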;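 also: peak over basal fluorescence ratio within a 140 s kinetic read after compound addition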
# M1 PAM: human M1 muscarinic receptor positive allosteric modulators, primary screen, CHO-K1 cells, Fluo-8 calcium fluorescence, 1536-well. activation, % at 3 µM. CHO-K1 hM1, ACh EC20; 0% = ACh EC20, 100% = maximal ACh. Muscarinic acetylcholine receptor M1 (Homo sapiens), P11229. 0.088% of 360,000 active; in the data active = activation above about 19%, passing the limit was not always enough
# Numbers without * were called inactive; · = not tested or not shown.
SMILES,CHO parental Ca,TAAR1 antag,M1 PAM parental,CHO-K1 Ca antag,M1 ag parental,CHRM1 antagonist,TAAR1 ag,M1 ag,M1 PAM
Cc1ccc(C(=O)N2CCN(C34CC5CC(CC(C5)C3)C4)CC2)o1,-9,-16,16,-16,0.6,14,2,-6,-11
O=C(/C=C/c1ccco1)NCCc1ccc(F)cc1,-11,0,-5,1,0.1,11,3,-2,-3
Cc1ccnc(N/C=C(\C#N)c2nc(-c3cccc(Br)c3)cs2)c1,20,68*,-14,39*,85*,43*,124*,161*,-23
FC(F)(F)c1nnc2ccc(Cl)nn12,1,15,8,-3,1.0,-3,1,-3,4
CC(C)OC(=O)c1cn(-c2ccccc2)nc1-c1ccc2c(c1)OCCO2,-3,32,6,1,1.2,2,5,-3,-1
C=C(C)[C@@H]1CCC2(C(=O)O)CC[C@]3(C)[C@H](CC[C@@H]4[C@@]5(C)CCC(=O)C(C)(C)[C@@H]5CC[C@]43C)[C@@H]12 (stereo not given in full),-5,-2,34,-16,1.0,-4,9,3,8
CC(=O)Nc1cccc(/C(C)=N/NC(N)=S)c1,-13,-2,3,-1,-0.7,-4,1,-1,5
CC(=O)N1c2ccc(S(=O)(=O)NCCC(=O)NCc3ccc(F)cc3)cc2CC1C (stereo not given),-20,-5,-12,1,1.2,-13,1,-1,11
CCNC(=S)N1CCC(Cc2ccccc2)CC1,-22,-10,-30,12,-0.4,22,-2,-4,-5
CN(C)CCCOC(=O)c1ccc(Cl)cc1,-5,7,17,-4,1.1,8,12,-6,-6
CC(=O)NCCNC(=O)C1Cc2c(-c3cccc(NC(C)=O)c3)ccnc2O1 (stereo not given),·,-16,3,-2,-0.1,-8,1,0,2
CCOc1ccc(N(CC(=O)NCc2ccccc2)C(=O)CCC(=O)Nc2nccs2)cc1,-12,-23,10,-4,0.8,5,5,-5,5
Cc1ccc(/C=C/c2onc(C)c2S(=O)(=O)N2CCC(C(=O)N3CCN(C)CC3)CC2)cc1,2,-8,1,-9,4.1,-3,4,-4,0
O=C(C[C@@H]1C/C=C\CCCC(=O)OC[C@@H]2CCCN2C1=O)NCCO,0,5,10,-5,0.6,0,17,-3,1
C=CCn1c(SCC(=O)N2CCN(C(=O)OCC)CC2)nc2c([nH]c3ccccc32)c1=O,·,0,8,0,0.3,-7,2,-3,3
C/C(=N\N)c1c(-c2ccccc2)c2cc(C)ccc2[nH]c1=O,-12,-12,-6,-4,-0.1,-5,-3,0,8
COc1ccc(C(=O)COC(=O)c2cccnc2SC)cc1,3,6,-3,-12,0.4,0,1,-3,0
N#CC(Cc1cccs1)c1nc2ccccc2[nH]1 (stereo not given),·,-3,9,-6,0.8,6,1,-1,-6
O=C1CC(=C(c2ccccc2)c2ccccc2)C(=O)N1CCCCN1CCN(c2ccccc2)CC1,-24,-29,15,-13,-0.3,73*,-2,-5,-22
Cc1nc2sc(-c3ccccc3)cc2c(=O)n1-n1cccc1,18,-16,14,-2,0.7,-3,0,-1,8

# Profiles, quoted from the list.
# `Cc1ccc(C(=O)N2CCN(C34CC5CC(CC(C5)C3)C4)CC2)o1` in the list: CHO parental Ca: -9; TAAR1 antag: -16; M1 PAM parental: 16; CHO-K1 Ca antag: -16; M1 ag parental: 0.6; CHRM1 antagonist: 14; TAAR1 ag: 2; M1 ag: -6; M1 PAM: -11
# `C/C(=N\N)c1c(-c2ccccc2)c2cc(C)ccc2[nH]c1=O` in the list: CHO parental Ca: -12; TAAR1 antag: -12; M1 PAM parental: -6; CHO-K1 Ca antag: -4; M1 ag parental: -0.1; CHRM1 antagonist: -5; TAAR1 ag: -3; M1 ag: 0; M1 PAM: 8

# More entries.
SMILES,CHO parental Ca,TAAR1 antag,M1 PAM parental,CHO-K1 Ca antag,M1 ag parental,CHRM1 antagonist,TAAR1 ag,M1 ag,M1 PAM
O=C(COC(=O)C1CC2C=CC1C2)Nc1ccccc1 (stereo not given),-6,3,14,-10,1.0,-11,0,-6,13
CCOC(=O)/C(C#N)=C/c1ccc(OCC(=O)Nc2ccc(C)c(C)c2)c(OC)c1,-4,10,27,-4,1.0,-19,3,0,5
Cc1ccc(C)c(NC(=O)CN(C)C(=O)Cc2ccccc2)c1,-12,14,8,-6,0.0,-13,4,-5,4
O=C(COC(=O)CNC(=O)c1ccco1)NCc1ccc(F)cc1,-6,-22,-2,13,0.0,23,8,-3,-8
COc1ccccc1-c1nnc(Sc2nc([N+](=O)[O-])nn2C)o1,-2,25,10,-8,0.6,-4,20,-14,0
CCN(CC)C(=O)COc1coc(CN2CCN(Cc3ccccc3)CC2)cc1=O,16,-10,11,-13,1.1,-15,1,-5,16
COC(=O)[C@@H](NC(=O)NC1CCCCC1C)C(C)C (stereo not given in full),-13,9,5,-1,0.0,-1,1,-2,5
COc1ccc(C(=O)NCCc2ccccn2)cc1S(=O)(=O)Nc1ccc(Br)cc1,-15,12,-12,4,1.6,11,6,-4,-8
CCOc1ccc2[nH]c(=O)c(CN(Cc3cccs3)Cc3nnnn3C(C)(C)C)cc2c1,-32,40,8,-18,1.1,-38,21,1,15
COCc1cc(=O)n2[nH]cc(-c3ccccc3)c2n1,6,3,-11,16,-0.5,7,5,8,14
CCCc1cc(=O)oc2cc(OC(=O)CN3C(=O)NC4(CCCC4)C3=O)ccc12,-9,-9,6,5,1.6,16,4,1,-8
COc1ccc(/C=C2\N=C(c3ccccc3)N(c3ccc(C(=O)O)cc3)C2=O)cc1OC,-10,18,9,-4,2.2,-6,2,-2,4
O=C(O)C1CC=CCC1C(=O)NNc1c(Cl)cc(Cl)cc1Cl (stereo not given),-12,10,0,-3,-0.2,-4,0,-3,8
Cc1ccc(F)cc1NC(=O)CCc1c(C)[nH]c(=O)c(C#N)c1C,-1,-3,14,-19,1.4,-10,5,2,10
O=C(Nc1ccc(NC(=O)C2CC2)nc1)c1cccc(F)c1,-7,1,8,0,0.4,-22,11,-1,4
CCc1ccc(S(=O)(=O)Nc2ccc(O)c3ccccc23)cc1,-14,13,3,-6,3.1,3,0,-2,-5
CCN(Cc1nc2ccccc2c(=O)[nH]1)C(=O)c1cc(C2CC2)nn1-c1ccccc1,-24,45,12,-8,4.2,3,8,-4,-4
O=C(Nc1ccccc1)N1CCc2scc[n+]2-c2ccccc21,-12,-17,-5,2,0.0,5,0,-2,-3
O=C(NC(NC(=S)Nc1cccc(C(=O)O)c1)C(Cl)(Cl)Cl)OCc1ccccc1 (stereo not given),-11,16,17,0,0.6,-1,4,-2,10
CCN1C(=O)[C@@H]2[C@@H](c3ccc(-c4ccc(C(C)=O)cc4)c(OC)c3)N3CCC[C@@]3(C(=O)OC)[C@@H]2C1=O,-14,12,-20,9,-0.2,11,1,-2,-8
Cc1ccc(NC(=O)c2cn(-c3cccc(C)n3)cn2)cc1,-7,8,-5,-1,-0.2,2,9,-2,-2
COc1cc(C#Cc2c(-c3cncn3C)n(C)c3ccc(Br)cc23)cc(OC)c1,2,24,16,-11,0.6,0,4,-5,5
COC(=O)N/N=C\c1c(C)[nH]n(-c2ccccc2)c1=O,6,0,23,-5,1.2,-1,11,-9,10
CCOc1ccc2nc(COC(=O)c3ccco3)c(C(C)=O)[n+]([O-])c2c1,-10,0,9,-7,1.0,6,1,-3,-11
Cc1cc(C)nc(/N=C2\NC(=O)CC(C(=O)O)N2c2ccc(Cl)cc2)n1 (stereo not given),-5,-12,12,-11,0.6,-12,1,-1,6
NS(=O)(=O)c1ccc(NC(=S)Nc2ccc(C(=O)N3CCCCC3)cc2)cc1,-11,-24,17,10,16*,10,10,-3,-7
CCc1nc2c(OCc3ccc(F)cc3)cccn2c1N(C)C(=O)CC(C)C,·,-10,23,-12,0.8,-16,-1,-9,7
CCN(Cc1ccccc1)C(=O)c1cccc(S(=O)(=O)N2CCN(c3ccccc3)CC2)c1,-4,-9,-22,5,2.9,8,3,-5,-5
CCOC(=O)N1CCN(C(=O)Cn2ccc3c(OC)cccc3c2=O)CC1,-1,-2,-2,-6,-0.4,5,-1,-1,15
Cc1ccc(CC(=O)N2CCN(c3ccccc3F)CC2)cc1,-5,10,9,-9,2.3,-7,-1,-8,6
Cc1cc2c(SCC(=O)NCC3CCCO3)ncnc2s1 (stereo not given),·,-1,21,-17,0.5,-10,-1,-5,9
CCn1c(SCC(=O)N2CCCCC2)nc2c(c1=O)SC(C)C2 (stereo not given),-1,-21,11,-3,-0.2,-11,0,-5,9
CC1(c2ccccc2Cl)NC(=O)N(CC(=O)NCc2ccco2)C1=O (stereo not given),-5,-4,7,3,-0.2,-6,2,-3,2
COc1ccc(N2CCN(C(=O)CSc3nnc(-c4cccnc4)n3-c3ccc(F)cc3)CC2)cc1,-14,-19,2,-18,0.2,-2,3,-6,-1
CCOC(=O)C1=C(C)NC(C)=C(C(=O)OCC)C1c1ccncc1,·,-35,3,-10,-0.2,-20,0,-3,7
CC(C)(C)OC(=O)NNC(=O)c1ccc(Cl)cc1,-13,-16,10,-18,0.3,-10,12,-3,4
O=C(c1cc2ccccc2c(=O)o1)N1CCCc2ccccc21,-3,-10,3,-5,0.2,-12,8,-6,7
CCCc1c(C)nn(C(=O)/C(C#N)=N/Nc2ccccc2[N+](=O)[O-])c1C,-3,-3,-17,11,0.0,0,11,-5,5
c1ccc(C2Nc3ccccc3-c3nc4ccccc4n32)nc1 (stereo not given),-22,10,3,10,1.0,-31,11,-2,0
O=C(COC(=O)C1CCN(c2ccc(C(F)(F)F)cn2)CC1)NC1CCCCC1,-11,-9,11,-6,1.6,11,-1,-5,-4

# 4 of the entries above in order of the CHRM1 antagonist value, highest first.
Structure	TAAR1 antag	CHRM1 antagonist
COc1cc(C#Cc2c(-c3cncn3C)n(C)c3ccc(Br)cc23)cc(OC)c1	24	0
Cc1ccc(CC(=O)N2CCN(c3ccccc3F)CC2)cc1	10	-7
Cc1cc2c(SCC(=O)NCC3CCCO3)ncnc2s1 (stereo not given)	-1	-10
O=C(c1cc2ccccc2c(=O)o1)N1CCCc2ccccc21	-10	-12

# (further entries)
SMILES,CHO parental Ca,TAAR1 antag,M1 PAM parental,CHO-K1 Ca antag,M1 ag parental,CHRM1 antagonist,TAAR1 ag,M1 ag,M1 PAM
CC(C)Oc1cccc(C(=O)C2CCCN(C(=O)c3csnn3)C2)c1 (stereo not given),-4,5,-7,6,-0.2,1,-1,-9,-3
CCn1c(=O)n(CC(=O)NCC2CCCO2)c(=O)c2c3c(sc21)CCCC3 (stereo not given),-17,-25,27,-10,0.5,13,-3,-3,-5
COc1ccc(OC)c(NC(=O)CSc2nnc(N)s2)c1,4,1,0,5,-0.1,-6,5,-2,4
Cc1cc(C)c(C#N)c(SCC(O)COc2ccc(Br)cc2)n1 (stereo not given),-14,56*,-5,-3,4.3,61*,0,-10,-33
